# HCT116 PTEN-null: growth suppressors of cells with PTEN tumor suppressor deletion | HCT116 PTEN-null viability, CellTiter-Glo, 60 h; stronger effect = lower value | viability, % at 10 µM | actives 1.2% (n = 140,000);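 active means viability at or below a set limit, 4 SD under the median of all tested compounds, cut at about 3.7% in these data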;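 further: PTEN knockout HCT116 line with beta catenin targeted HCT116 as companion control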
# E-sel TNF inh: blocks E-selectin expression induced by TNF alpha; HUVEC TNFa-induced E-selectin immunofluorescence, high content; inhibition, % at 2 µM; actives 0.71% (n = 120,000); AID 1246;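 active means inhibition above the batch mean plus 3 SD, and confirmed as a hit on visual image review, cut at about 43% in these data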;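 further: 0% = TNF-stimulated DMSO wells and 100% = unstimulated control wells; not every result past the cut was called active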
# MRP-1 activ: MRP-1 activation | H69AR cells + doxorubicin, viability rescue, CellTiter-Glo | actives 0.61% (n = 140,000) | viability increase, % at 10 µM;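 active means viability gain under doxorubicin at or above a set limit, the compound median plus 3 SD, cut at about 4.7% in these data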;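 further: MRP-1 overexpressing cells given doxorubicin 25 µM after compound pretreatment; 18-22 h compound pretreatment then 72 h with doxorubicin before readout; 0% = doxorubicin-only wells and 100% = vehicle-treated cells without doxorubicin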
# Measles CPE: protection of cells from measles virus | Measles virus-infected cells, CPE protection, absorbance | protection (pct of control), % at 4 µM | actives 1.5% (n = 140,000) | AID 841; in the data active means protection mostly above about 24%, no sharp cut-off; inactive means mostly below about 26%; further: some compounds called inactive have numbers as strong as hits
# Yeast life ext: extends the lifespan of yeast. S. cerevisiae growth with nicotinamide, OD615; deaD strain in restrictive glucose medium. inhibition of the nicotinamide effect, % at 10 µM. actives 0.68% (n = 130,000). AID 775;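 active means inhibition above a set limit, placed 3 SD over the median of all compounds, cut at about 26% in these data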;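 further: 0% = nicotinamide-treated wells and 100% = cells grown without nicotinamide; some compounds called inactive have numbers as strong as hits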
#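 Test system – modified budding yeast, DeaD strain · Compound – single dose 10 µM compound, 0.25% DMSO · Times – culture preincubation 4 h, compound exposure 48 h, both 30 °C · Detection – optical density (absorbance) at 615 nm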
# NPY-Y2 antag: NPY-Y2 (human) receptor antagonism. P49146. NPY-Y2 expressing cells, antagonist mode. inhibition, % at 2.7 µM. actives 0.99% (n = 140,000). AID 793; in the data active means inhibition above about 17%;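 further: 0% = vehicle with agonist challenge and 100% = reference antagonist with challenge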
# Target sequence (P49146 whole entry, looked up): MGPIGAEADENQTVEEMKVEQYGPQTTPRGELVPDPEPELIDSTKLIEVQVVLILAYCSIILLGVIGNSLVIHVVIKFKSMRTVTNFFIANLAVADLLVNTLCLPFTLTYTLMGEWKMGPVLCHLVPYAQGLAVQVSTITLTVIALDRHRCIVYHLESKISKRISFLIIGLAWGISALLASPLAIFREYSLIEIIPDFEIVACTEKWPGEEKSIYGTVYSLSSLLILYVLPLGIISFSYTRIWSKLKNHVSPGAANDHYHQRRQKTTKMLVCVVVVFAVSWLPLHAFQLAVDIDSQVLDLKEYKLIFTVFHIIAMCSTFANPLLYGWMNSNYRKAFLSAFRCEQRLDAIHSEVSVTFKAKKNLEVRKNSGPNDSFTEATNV
# bCat KO growth: beta-catenin-lacking colon tumor cell growth suppression; HCT116 beta-catenin knockout viability, CellTiter-Glo, 60 h; stronger effect = lower value; viability, % at 10 µM; actives 1.5% (n = 140,000); AID 818;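 active means viability at or under a set limit, the compound median less 4 SD, cut at about 6% in these data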;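 further: 0% = Hyamine 1622 control at 20 µM and 100% = untreated cell control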
# Phagocytosis inh: inhibitors of macrophage phagocytosis; J774A.1 macrophage IgG-bead phagocytosis, imaging; inhibition, % at 5 µM; actives 0.07% (n = 110,000); AID 1029;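 active means inhibition above the mean of the plate negative controls plus 5 SD, cut at about 13% in these data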;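 further: phagocytic index as fraction of beads internalized from green versus red external bead signal; plate controls were DMSO negative control for no effect and cytochalasin-D positive control for full effect; some results beyond the cut were filed as inactive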
# GALR2 antag: antagonists of human galanin receptor 2 (GALR2); O43603; GALR2-expressing cells, antagonist mode; inhibition, % at 4 µM; actives 0.39% (n = 140,000); in the data active means inhibition above about 27%;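 further: cells stimulated with galanin 1-16 at roughly its EC80; 0% = agonist challenge control and 100% = basal control without agonist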
# Target sequence (O43603 whole entry, looked up): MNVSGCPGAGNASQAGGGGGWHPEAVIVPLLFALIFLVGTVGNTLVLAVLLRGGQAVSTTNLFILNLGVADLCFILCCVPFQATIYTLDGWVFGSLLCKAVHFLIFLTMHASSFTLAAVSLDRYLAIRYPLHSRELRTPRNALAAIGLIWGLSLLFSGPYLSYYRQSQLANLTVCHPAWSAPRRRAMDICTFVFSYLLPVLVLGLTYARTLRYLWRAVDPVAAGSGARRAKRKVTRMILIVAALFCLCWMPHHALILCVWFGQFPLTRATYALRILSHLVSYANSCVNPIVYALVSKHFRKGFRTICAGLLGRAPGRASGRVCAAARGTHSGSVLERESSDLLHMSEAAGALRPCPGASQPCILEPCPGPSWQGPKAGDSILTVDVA
# Yeast growth inh: reduces growth of yeast BB579 in restrictive medium; S. cerevisiae BB579 growth, OD615, 48 h; inhibition, % at 10 µM; actives 0.51% (n = 140,000); AID 804;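 active means inhibition above a set limit, 3 SD over the mean compound inhibition, cut at about 44% in these data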; further: inactives centre near -24
#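 Material: Saccharomyces cerevisiae DeaD strain BB579, replicative lifespan model yeast; buffer or medium: CSMM-D restrictive synthetic medium containing dextrose (glucose); compound: 10 µM single dose, DMSO 0.25%; timing: 48 h compound exposure at 30 °C after 4 h preincubation; signal: turbidity as optical density at 615 nm; benchmarks: positive control amphotericin B 10 µg/mL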
# * hit, by the source's call; nt = no result given; & = joins results of further samples.
entry	Molecule	HCT116 PTEN-null	E-sel TNF inh	MRP-1 activ	Measles CPE	Yeast life ext
1	O=S(=O)(c1ccccc1)c1nc(-c2ccco2)oc1NCCCn1ccnc1	85	-16	-0.9	6	-14
2	CCCc1cc(C(=O)Nc2ccc(C(C)=O)cc2)no1	98	nt	-2.8	10	-5
3	Cc1ccc(C(=O)Nc2cccc(C(=O)N3CCOCC3)c2)cc1	84	-7	-0.2	11	-9
4	CSc1oc(-c2ccccc2)nc1C(N)=O	94	5	-2.6	11	-14
5	O=C(O)c1cc([N+](=O)[O-])ccc1C(=O)Nc1ccccc1	99	49	-2.7	5	-15
6	O=C(Nc1ccccc1)c1ccc(S(=O)(=O)NCC2CCCO2)cc1 (stereo unspecified)	85	-8	-3.1	24	-8
7	COC(=O)c1cc2occc2n1CC(=O)Nc1ccc(C)cc1C	97	-17	-1.0	10	-15
8	O=C(Cc1ccc(Br)cc1)N1CCN(c2ccccc2)CC1	88	17	-1.6	8	-16
9	CCOc1ccccc1C1C2CCCCC2(O)CCN1C(=O)c1cccs1 (stereo unspecified)	82	-40	-2.2	16	-2
10	O=C1S/C(=C/c2ccc(N3CCOCC3)o2)C(=O)N1Cc1c(F)cccc1Cl	79	-2	-2.2	14	-8
11	CC(CC(=O)N1CCc2ccccc21)c1ccccc1 (stereo unspecified)	96	nt	-0.7	8	-2
12	CCC(C)(C)C1CCc2nc3ccccc3c(C(=O)OC(C)C(=O)Nc3c(C)n(C)n(-c4ccccc4)c3=O)c2C1 (stereo unspecified)	24	nt	-4.0	11	-2
13	CC(=O)N1C(Nc2ccc(Cl)cc2)CCN1c1ccccc1 (stereo unspecified)	105	nt	-1.1	4	-4
14	COc1ccc(NC(=O)CSc2ncnc3c2cnn3CCc2ccccc2)cc1	78	-25	-4.3	2	-22
15	O=S(=O)(NCCc1cn2ccccc2n1)c1ccc2c(c1)OCCO2	109	nt	-2.0	28	-3

entry	NPY-Y2 antag	bCat KO growth	Phagocytosis inh	GALR2 antag	Yeast growth inh
1	6	92	nt	3	7
2	1	97	0	5	-33
3	4	72	1	-10	3
4	-2	100	nt	-2	-18
5	1	87	nt	0	-31
6	0	82	0	4	-44
7	1	92	-4	0	-12
8	4	99	-5	10	-11
9	4	89	2	-20	-22
10	1	84	-1	0	-17
11	3	92	0	-9	-43
12	3	31	-5	-9	-45
13	1	98	-2	-1	-14
14	7	71	nt	-10	-7
15	3	103	0	-2	-22

# Next compounds follow:
entry	Molecule	HCT116 PTEN-null	E-sel TNF inh	MRP-1 activ	Measles CPE	Yeast life ext
16	CCc1ccc(N2CC(C(=O)Nc3cccnc3)CC2=O)cc1 (stereo unspecified)	107	63*	1.1	16	2
17	Cc1sc(NC(=O)c2ccccc2)c(C(=O)NC(C)C)c1C	103	-12	-0.7	5	-6
18	COc1ccc(OC(=O)c2ccc3nsnc3c2)cc1	103	21	-2.9	5	-6
19	O=C(Nc1cccc(C(F)(F)F)c1)N1CCC(c2nc(-c3ccc(F)cc3)no2)CC1	34	-5	-1.2	10	-11
20	CC(=O)NCCn1c(SCC(=O)NCCC2=CCCCC2)nc2ccccc2c1=O	99	-38	-0.8	2	-9
21	COCCn1c(C(=O)N2CCCC2)cc2c1C[C@H]1CN(C(=O)c3ccccc3)[C@@](Cc3ccc(F)cc3)(C(=O)OC)[C@@H]21	64	-24	-2.7	8	5
22	Cn1cc(S(=O)(=O)NCc2cccs2)c(=O)n(C)c1=O	89	nt	-1.3	4	-7
23	CCn1c(N2CCN(S(=O)(=O)c3ccccc3C(F)(F)F)CC2)nc2ccccc21	84	-2	2.3	9	1
24	Cc1ccc(S(=O)(=O)N2CCOCC2)cc1NC(=O)c1cc2c(s1)CCC2	95&92	nt	-1.4	4	-9
25	O=C(c1ccc(CNS(=O)(=O)c2ccccc2)cc1)N1CCN(Cc2ccccc2)CC1	53	9	-1.2	28*	-3
26	O=C(c1c[nH]c(=O)n(-c2ccccc2)c1=O)N1CCc2ccccc21	99	nt	-3.2	23	-17
27	FC(F)Sc1ccc(Nc2ncnc3nc[nH]c23)cc1	87	-1	-3.4	15	nt
28	Cc1cc(C(=O)Nc2c(C)n(C)n(-c3ccccc3)c2=O)cs1	103	-18	0.5	7	-7
29	Cc1ccccc1NC(=O)c1csc2c1CCCC2	82	-7	2.4	23	-12
30	CCN(CC)CCNS(=O)(=O)c1ccc(OC)c(Br)c1	86	-16	-0.8	22	-16

entry	NPY-Y2 antag	bCat KO growth	Phagocytosis inh	GALR2 antag	Yeast growth inh
16	3	112	-1	-1	-50
17	0	107	-2	5	-15
18	3	90	1	2	-9
19	1	32	0	2	-40
20	1	97	0	6	-41
21	11	63	nt	2	-28
22	3	105	0	-8	-2
23	-1	78	0	-9	-83
24	-1	95	-2	4	-27
25	2	54	-1	9	-69
26	2	97	nt	7	-21
27	3	92	nt	6	-31
28	0	92	0	5	-42
29	2	88	1	3	6
30	0	84	-1	7	-20

# Limited to bCat KO growth (2 entries from above):
entry	smiles	bCat KO growth
30	CCN(CC)CCNS(=O)(=O)c1ccc(OC)c(Br)c1	84
28	Cc1cc(C(=O)Nc2c(C)n(C)n(-c3ccccc3)c2=O)cs1	92

# The list goes on.
entry	Molecule	HCT116 PTEN-null	E-sel TNF inh	MRP-1 activ	Measles CPE	Yeast life ext
31	Cc1cc(C)n(C(=O)c2ccc(NC(=O)C3CC3)cc2)n1	95	nt	2.6	7	-8
32	CCCS(=O)(=O)N1CCCC(C(=O)NCCN(CC)c2ccccc2)C1 (stereo unspecified)	87	5	-3.0	11	-17
33	Cc1nc2ccccc2nc(C)c1=NO	99	-10	-4.6	-2	6
34	O=C(CN1CCOc2ccccc21)NC1CCN(Cc2ccccc2)CC1	90	23	-1.7	4	-4
35	O=C(NC1CCSC1=O)c1ccccc1 (stereo unspecified)	92	-13	0.2	10	-17
36	O=C1CN(C(=O)CSc2nnc(-c3ccccc3)n2Cc2ccc3c(c2)OCO3)c2ccccc2N1	96	13	-2.6	9	-15
37	CCC(=O)n1nc(-c2ccccc2)nc1SCC(=O)Nc1ccc(C)cc1	98	-12	-3.3	4	-16
38	COc1ccc(C(=O)NC(=S)Nc2ccccc2N2CCN(S(C)(=O)=O)CC2)cc1OC	73	nt	-3.7	10	6
39	CCn1cc(CNC(=O)c2ccc(Cl)c([N+](=O)[O-])c2)c(C)n1	88	nt	-2.8	8	-6
40	COC(=O)c1cn(NC(=O)Cc2ccc(Cl)cc2)c(=O)c2ccccc12	94	nt	-0.4	6	5
41	CCc1nnc(NC(=O)C2CCCN2S(=O)(=O)c2ccccc2)s1 (stereo unspecified)	89	1	12*	22	nt
42	CCCC(C)c1nnc(NC(=O)c2cc(C(=O)OC)cc([N+](=O)[O-])c2)s1 (stereo unspecified)	91	16	-0.6	17	-19
43	N#CC1=C(N2CCCCC2)c2cc3c(n2C1=O)CCCC3	99	2	-1.1	5	-10
44	CCOC(=O)c1oc2ccc(S(=O)(=O)n3nc(-c4ccccc4)cc3N)cc2c1C	42	0	-0.4	24	-8
45	COc1ccc(-n2c(Cc3cccn3C)nnc2SCC(=O)Nc2ccccc2)cc1	95	nt	-1.6	13	-7

entry	NPY-Y2 antag	bCat KO growth	Phagocytosis inh	GALR2 antag	Yeast growth inh
31	1	97	-2	3	-24
32	1	84	3	-7	-41
33	-2	82	nt	4	-26
34	0	82	0	-7	14
35	-2	87	nt	-3	-17
36	2	93	0	4	-7
37	6	100	nt	-7	-20
38	7	78	0	5	-33
39	0	86	-4	6	9
40	7	104	-3	3	-37
41	0	92	nt	-11	-11
42	0	90	nt	-7	-29
43	6	99	-6	14	-19
44	-1	50	0	-7	-46
45	-1	96	0	9	3

# Compound profiles, as listed above. Screens in order: HCT116 PTEN-null	E-sel TNF inh	MRP-1 activ	Measles CPE	Yeast life ext	NPY-Y2 antag	bCat KO growth	Phagocytosis inh	GALR2 antag	Yeast growth inh
# `CCCS(=O)(=O)N1CCCC(C(=O)NCCN(CC)c2ccccc2)C1` (stereo unspecified) across the screens: 87	5	-3.0	11	-17	1	84	3	-7	-41
# `Cc1ccc(C(=O)Nc2cccc(C(=O)N3CCOCC3)c2)cc1` across the screens: 84	-7	-0.2	11	-9	4	72	1	-10	3
# `O=C(CN1CCOc2ccccc21)NC1CCN(Cc2ccccc2)CC1` across the screens: 90	23	-1.7	4	-4	0	82	0	-7	14

# (further entries)
entry	Molecule	HCT116 PTEN-null	E-sel TNF inh	MRP-1 activ	Measles CPE	Yeast life ext
46	CC(=O)c1ccc(NC(=O)C(C)Sc2nnnn2C)cc1 (stereo unspecified)	94	nt	-2.2	10	-4
47	CC(C)OCCCNC(=O)C1CCN(S(=O)(=O)N2CCCCC2)CC1	110	nt	-0.7	6	-4
48	O=C(COC(=O)c1c2c(nc3ccccc13)/C(=C\c1cccs1)CCC2)Nc1ccccc1	29	7	-4.2	2	1
49	C=CCC1c2cccc(C(=O)O)c2C(=O)N1c1ccc(Cl)cc1 (stereo unspecified)	109	-23	-1.4	7	36
50	CC(C)NC(=O)c1cc2cc(Br)ccc2oc1=O	96	nt	0.2	18	-14
51	O=C(CSc1nnc(Cn2nnc(-c3ccccc3)n2)n1-c1ccccc1)Nc1ccc(F)cc1	80	1	-0.9	3	-13
52	CCCC(=O)Nc1sc2c(c1C(=O)OC)C(C(=O)OC)CC2 (stereo unspecified)	80	-5	-0.5	7	nt
53	O=C(O)C1CCCN1c1ncnc2ccccc12 (stereo unspecified)	96	-10	-0.9	4	-6
54	COc1ccc2o/c(=N/NC(=S)Nc3ccccc3)c(C(N)=O)cc2c1	89	nt	-3.4	14	1
55	Cc1ccc(C(=O)/C=C/Nc2ccccc2C(N)=O)cc1	85	-4	-1.8	4	-15
56	Cc1ccccc1-n1c(Cn2c(=O)sc3ccccc32)nnc1SCC(N)=O	89	-34	-3.3	9	-2
57	Cc1nn(-c2ccc(F)cc2)c(C)c1NS(=O)(=O)c1ccc2ccccc2c1	52	-19	-4.0	3	-8
58	Cc1nc(Nc2cccc(C(F)(F)F)c2)nc2c1C(=O)CC(C)C2 (stereo unspecified)	38	-7	-5.0	2	-2
59	CCc1nnc(NC(=O)c2c(OC)cccc2OC)s1	97	-26	0.9	0	-7

entry	NPY-Y2 antag	bCat KO growth	Phagocytosis inh	GALR2 antag	Yeast growth inh
46	2	96	0	-14	-24
47	0	104	nt	0	-23
48	-4	45	-4	-5	-5
49	1	103	nt	6	-17
50	2	80	2	-9	-74
51	2	84	nt	-16	-16
52	5	88	nt	8	-34
53	1	101	-3	10	-9
54	4	95	-4	4	-21
55	0	89	nt	16	-28
56	1	83	1	5	-17
57	3	62	nt	-3	-2
58	1	59	0	-8	2
59	1	94	-1	2	-14

# Hits appear at their usual frequency; overall some 6.1% were active at least once.
